aSyn tox rescue = qHTS of alpha-syn Inhibitors: NCGC Sytravon Library Screen | S. cerevisiae alpha-synuclein toxicity rescue, BacTiter-Glo growth, 24 h | Potency, µM (series often up to 46.1 µM), without a hit: at the highest dose growth rescue (activation), usual class: activators | 0.02% of 94,000 active; active = well fitted activation curve with a large enough effect; note: 0% is about no effect
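Growth restoration measured by BacTiter-Glo luminescence after 24 hr at 30 deg C; alpha-synuclein yeast, raffinose-pregrown to mid-log, were added at OD600=0.02 in galactose medium onto pinned compounds.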
Numbers without * were called inactive; [ ] = another dose, or the depositor's remark. Potency is the fitted concentration of half-maximal effect.

How did CCCCN1C(=O)C(CC(=O)NC(c2ccccc2)c2ccccc2)CC(C(=O)N(C(C)C)C(C)C)=C1C (stereo unspecified) do in these assays?
aSyn tox rescue: -8%

What do the screens show for `CCN(CC(=O)Nc1c(F)cccc1F)C(=O)c1ccc(Sc2nncn2C)c([N+](=O)[O-])c1`?
aSyn tox rescue: 1%

Results for COc1ccc(NC(=O)C(=O)NCCc2ccccc2)cc1OC ?
aSyn tox rescue: -1%

Results for O=C(NCCSc1c[nH]c2ccccc12)c1c(F)cccc1F ?
aSyn tox rescue: -3%

Results for Cc1ccc(NS(=O)(=O)c2ccc3c(c2)CC(=O)N3)cc1Cl ?
aSyn tox rescue: -2%

What do the screens show for `O=C(Nc1ccc(Cl)c(S(=O)(=O)Nc2ccccc2Cl)c1)c1cccs1`?
aSyn tox rescue: -36%[inhibitor]

How did CC(=O)c1cc2c(cc1NC(=O)c1c(C)nn(-c3ccc(C)cc3)c1-n1cccc1)OCO2 do in these assays?
aSyn tox rescue: -4%

Results for Cc1cc(F)ccc1S(=O)(=O)N1CCCOC1CNC(=O)C(=O)NCCc1ccco1 (stereo unspecified) ?
aSyn tox rescue: -7%

Results for Cc1ccc(NC(=O)Cn2c(=O)n(CCCC(=O)NCc3ccc4c(c3)OCO4)c(=O)c3ccccc32)cc1 ?
aSyn tox rescue: -2%

What do the screens show for `O=C(CCl)Nc1ccc(S(=O)(=O)Nc2nccs2)cc1`?
aSyn tox rescue: 3%

Results for Cc1ccc(S(=O)(=O)CCC(=O)OCC(=O)Nc2sccc2C#N)cc1 ?
aSyn tox rescue: -1%

Results for COc1ccccc1NC(=O)c1oc2ccccc2c1NC(=O)COc1cccc(C)c1 ?
aSyn tox rescue: -10%

Results for O=C(Cn1cc(S(=O)(=O)Cc2ccccc2Cl)c2ccccc21)NCCc1ccccc1 ?
aSyn tox rescue: 2%

How did CCOC(=O)c1ccccc1NC(=O)c1cccc2c1C(=O)N(C1CCN(C(=O)OCC)CC1)C2 do in these assays?
aSyn tox rescue: 1%

Results for CCC1CCCCN1CCCNC(=O)CCC(=O)N1CC(C)Oc2ccccc21 (stereo unspecified) ?
aSyn tox rescue: -3%

What do the screens show for `Cc1cc(C)c(NC(=O)CN2C(=O)CCSc3ccc(S(=O)(=O)N4CCCC4)cc32)c(C)c1`?
aSyn tox rescue: -6%

What do the screens show for `Cc1noc(C)c1COc1ccc(C(=O)NCC(c2c(F)cccc2Cl)N(C)C)cc1` (stereo unspecified)?
aSyn tox rescue: 7%

Results for COc1ccc(-n2nnnc2C2CCN(S(=O)(=O)c3cccc(C(F)(F)F)c3)CC2)cc1 ?
aSyn tox rescue: 0%

Results for CN(C)C1(CNC(=O)C2CCN(S(=O)(=O)c3c(Cl)cccc3Cl)CC2)CCCCC1 ?
aSyn tox rescue: 2%

How did Cc1ccc(NC(=O)Cn2c(=O)c(CNc3ccccc3)cc3cc4c(cc32)OCCO4)cc1 do in these assays?
aSyn tox rescue: 3%

Results for O=C(CN1CCSc2ccccc21)N1CCN(c2cccc(Cl)c2)CC1 ?
aSyn tox rescue: 11%

What do the screens show for `CCc1nn2c(=O)c(S(=O)(=O)Nc3ccc(C)c(C)c3)c(C)nc2s1`?
aSyn tox rescue: 9%

How did O=C(Nc1nnc(S(=O)(=O)N2CCCc3ccccc32)s1)c1ccccc1 do in these assays?
aSyn tox rescue: 0%

How did Cc1ccc(S(=O)(=O)N2CCOCC2)cc1C(=O)Nc1cccc(S(=O)(=O)N2CCCC2)c1 do in these assays?
aSyn tox rescue: -2%

What do the screens show for `COc1ccc(-c2nnc(SCC(=O)c3ccc(NC(C)=O)cc3)o2)cc1OC`?
aSyn tox rescue: -8%

How did O=C(O)c1ccc(Cn2nnc3sc4c(c3c2=O)CCCC4)cc1 do in these assays?
aSyn tox rescue: 17%

What do the screens show for `O=C(NCc1ccccc1Cl)c1ccc2c(c1)NC(=O)C(CS(=O)(=O)Cc1ccc(Cl)cc1)N2` (stereo unspecified)?
aSyn tox rescue: -14%

Results for O=C(CCCCCn1c(=O)[nH]c2ccccc2c1=O)NCCc1ccccc1 ?
aSyn tox rescue: -1%

Results for O=C(CN1C(=O)CC(c2ccccc2)S(=O)(=O)c2ccccc21)NC1CCCC1 (stereo unspecified) ?
aSyn tox rescue: -3%

How did Cc1ccc2c(CC(=O)NNC(=O)c3ccccc3O)coc2c1 do in these assays?
aSyn tox rescue: -21%

What do the screens show for `COc1cccc(CNC(=O)c2ccc(N3CCOCC3)c([N+](=O)[O-])c2)c1`?
aSyn tox rescue: 10%

What do the screens show for `Cc1cccc(N2CCN(C(=O)c3ccc4c(Cl)c5c(nc4c3)CCCC5)CC2C)c1` (stereo unspecified)?
aSyn tox rescue: 3%

How did CCCCNC(=S)N1CCN(C(c2ccccc2)c2ccccc2)CC1 do in these assays?
aSyn tox rescue: -5%

What do the screens show for `CC(C)(C)c1ccc(C(=O)NNc2cc(N3CCOCC3)nc(N3CCOCC3)n2)cc1`?
aSyn tox rescue: -5%

What do the screens show for `COc1ccc(OC)c(NC(=O)Cn2cnc3c(oc4ccccc43)c2=O)c1`?
aSyn tox rescue: 4%

Results for COc1ccccc1N(C)S(=O)(=O)c1ccc(C(=O)OCC(N)=O)cc1 ?
aSyn tox rescue: 5%

How did Cc1ccc(-n2cc(-c3ccccc3)c3c(N4CCCCC4)ncnc32)cc1 do in these assays?
aSyn tox rescue: -16%

How did CCC1Oc2ccccc2N(CC(=O)N2CCOCC2)C1=O (stereo unspecified) do in these assays?
aSyn tox rescue: 12%

What do the screens show for `O=C(O)C(=O)Nc1ccc(NC(=O)C(c2ccccc2)c2ccccc2)cc1`?
aSyn tox rescue: -10%

How did COc1cc(OC)cc(C(=O)Nc2cc(-c3nc4cccnc4s3)ccc2C)c1 do in these assays?
aSyn tox rescue: -3%

As a short view, some entries already given:
Results for O=C(CN1C(=O)CC(c2ccccc2)S(=O)(=O)c2ccccc21)NC1CCCC1 (stereo unspecified) ?
aSyn tox rescue: -3%

How did Cc1ccc2c(CC(=O)NNC(=O)c3ccccc3O)coc2c1 do in these assays?
aSyn tox rescue: -21%

What do the screens show for `COc1cccc(CNC(=O)c2ccc(N3CCOCC3)c([N+](=O)[O-])c2)c1`?
aSyn tox rescue: 10%

What do the screens show for `Cc1cccc(N2CCN(C(=O)c3ccc4c(Cl)c5c(nc4c3)CCCC5)CC2C)c1` (stereo unspecified)?
aSyn tox rescue: 3%

How did CCCCNC(=S)N1CCN(C(c2ccccc2)c2ccccc2)CC1 do in these assays?
aSyn tox rescue: -5%

What do the screens show for `CC(C)(C)c1ccc(C(=O)NNc2cc(N3CCOCC3)nc(N3CCOCC3)n2)cc1`?
aSyn tox rescue: -5%

What do the screens show for `COc1ccc(OC)c(NC(=O)Cn2cnc3c(oc4ccccc43)c2=O)c1`?
aSyn tox rescue: 4%

Results for COc1ccccc1N(C)S(=O)(=O)c1ccc(C(=O)OCC(N)=O)cc1 ?
aSyn tox rescue: 5%

How did Cc1ccc(-n2cc(-c3ccccc3)c3c(N4CCCCC4)ncnc32)cc1 do in these assays?
aSyn tox rescue: -16%

How did CCC1Oc2ccccc2N(CC(=O)N2CCOCC2)C1=O (stereo unspecified) do in these assays?
aSyn tox rescue: 12%

What do the screens show for `O=C(O)C(=O)Nc1ccc(NC(=O)C(c2ccccc2)c2ccccc2)cc1`?
aSyn tox rescue: -10%

How did COc1cc(OC)cc(C(=O)Nc2cc(-c3nc4cccnc4s3)ccc2C)c1 do in these assays?
aSyn tox rescue: -3%

New compounds follow:
How did CSc1ccc(C2N=C(c3ccccc3)NO2)cc1 (stereo unspecified) do in these assays?
aSyn tox rescue: 6%

How did CCn1nc(C)cc1C(=O)Sc1ccc(C)cc1 do in these assays?
aSyn tox rescue: 3%

How did CCOC(=O)CSc1nc2c(sc3ccccc32)c(=O)n1CCc1ccccc1 do in these assays?
aSyn tox rescue: -10%

How did Cc1ccc(-n2ncc3c(N4CCN(Cc5ccccc5)CC4)ncnc32)cc1 do in these assays?
aSyn tox rescue: 7%

How did O=C(NCCn1cc(SCc2ccccc2)c2ccccc21)c1cccs1 do in these assays?
aSyn tox rescue: -36%[inhibitor]

What do the screens show for `Cc1cccc(NC(=O)c2ccc(S(=O)(=O)N3CCCCCC3)cc2)n1`?
aSyn tox rescue: -1%

What do the screens show for `Cc1ccc(-c2cc(Cc3cccs3)c(=O)[nH]n2)cc1`?
aSyn tox rescue: -2%

What do the screens show for `FC(F)Oc1ccc(NC(=S)Nc2ccc3cn[nH]c3c2)cc1`?
aSyn tox rescue: -1%

How did O=C(/C=C/c1cn(CC(O)CN2CCc3ccccc32)c2ccccc12)c1ccc(Br)cc1 (stereo unspecified) do in these assays?
aSyn tox rescue: 5%

How did O=C1CC(c2nc3ccccc3[nH]2)CN1c1cccc(Cl)c1 (stereo unspecified) do in these assays?
aSyn tox rescue: -7%

How did O=C(CSc1nc2c([nH]c3ccccc32)c(=O)n1-c1ccc(F)cc1)NCc1ccco1 do in these assays?
aSyn tox rescue: 1%

How did CCOC(=O)CC(=O)Nc1cc2ccc(OC)c(OC)c2cc1C(=O)OCC do in these assays?
aSyn tox rescue: -2%

How did CC(C)c1cc(C(C)C)c(S(=O)(=O)N2CCNCC2)c(C(C)C)c1 do in these assays?
aSyn tox rescue: -5%

How did COc1ccc(C(=O)NC2CC(=O)N(c3ccc4c(c3)OCCO4)C2)cc1 (stereo unspecified) do in these assays?
aSyn tox rescue: 7%

Results for O=C(COC(=O)c1c[nH]c2ccccc12)NCc1ccccc1 ?
aSyn tox rescue: 5%

What do the screens show for `COc1cccc(NC(=S)N2CCc3cc(OC)c(OC)cc3C2)c1`?
aSyn tox rescue: 1%

Results for CCOC(=O)N1CCC(NC(=O)Cn2c3c(c(-c4ccccc4Cl)cc2=O)CCC3)CC1 ?
aSyn tox rescue: 2%

Results for O=C(CSc1ccnc(=O)[nH]1)NCc1ccc(F)cc1 ?
aSyn tox rescue: 1%

What do the screens show for `O=C(Nc1ccc(Br)cc1F)c1cc(S(=O)(=O)NC2CCCCC2)ccc1F`?
aSyn tox rescue: 1%

Results for CCOC(=O)c1ccc(N2C(=O)c3n[nH]c(-c4ccco4)c3C2c2ccc(F)cc2)cc1 (stereo unspecified) ?
aSyn tox rescue: 17%

Results for CC(C)(C)OC(=O)N1CCC(c2c(C(=O)NCCN3CCC(Cc4ccccc4)CC3)cnn2-c2ccccc2)CC1 ?
aSyn tox rescue: -1%

Results for O=C(Nc1c(C(=O)N2CCN(c3ccccc3F)CC2)oc2ccccc12)c1cccc(F)c1 ?
aSyn tox rescue: -14%

What do the screens show for `CN1CCN(C(=O)C23CCC(C)(C(=O)C2Br)C3(C)C)CC1` (stereo unspecified)?
aSyn tox rescue: 5%

Results for COc1ccc(NC(=O)Cn2c(=O)n(CCC(=O)NCC3CCCO3)c(=O)c3cc(OC)c(OC)cc32)cc1 (stereo unspecified) ?
aSyn tox rescue: -3%

How did CCCSCCCNC(=O)c1ccc2c(c1)nc1n2CCCCC1 do in these assays?
aSyn tox rescue: 5%

How did CCOC(=O)N1CCN(CCC(=O)Nc2cc(C)ccc2C)CC1 do in these assays?
aSyn tox rescue: -6%

Results for Cc1cccc(OC(=O)c2cc(-c3ccc4c(c3)OCCO4)on2)c1 ?
aSyn tox rescue: -16%

What do the screens show for `CCOC(=O)CN(C(=O)COc1nc(-c2ccccc2)cc(C)c1C#N)c1ccccc1`?
aSyn tox rescue: -10%

What do the screens show for `C[C@@H]1CN([C@@H](C)CO)C(=O)CCCn2nncc2CO[C@@H]1CN(C)C(=O)Nc1cccc(C(F)(F)F)c1`?
aSyn tox rescue: 4%

How did O=C(CCc1nc2sc3c(c2c(=O)[nH]1)CCCC3)Nc1ccccc1Cl do in these assays?
aSyn tox rescue: -2%

How did CC(C)Oc1ccc(-c2nc(NCC3CCCO3)c3ccccc3n2)cc1 (stereo unspecified) do in these assays?
aSyn tox rescue: -10%

How did CCc1ccc(NC(=O)C2CCN(S(=O)(=O)c3c(C)noc3/C=C/c3cccs3)CC2)cc1 do in these assays?
aSyn tox rescue: 8%

How did O=C(O)c1ccc2c(c1)OCCCO2 do in these assays?
aSyn tox rescue: -1%

How did CCCN(CCC)C(=O)Cn1c(=O)n(-c2cccc(C(F)(F)F)c2)c(=O)c2c(C)c(C)sc21 do in these assays?
aSyn tox rescue: -2%

Results for CCOC(=O)Cn1nc(-c2ccccc2)c2cnc3ccc(OCC)cc3c21 ?
aSyn tox rescue: -3%

What do the screens show for `COc1ccc2oc(C(=O)OCC(=O)N(C)CC(=O)Nc3ccc(F)cc3)c(C)c2c1`?
aSyn tox rescue: 13%

How did COC(=O)c1cc(C(=O)OCC(=O)NC(=O)c2ccccc2)cc([N+](=O)[O-])c1 do in these assays?
aSyn tox rescue: 5%

How did Cc1ccc(Cl)cc1NC(=O)COC(=O)CC(C)(C)CC1=NS(=O)(=O)c2ccccc2N1 do in these assays?
aSyn tox rescue: 5%

What do the screens show for `Cc1cc2nn(-c3ccc(F)cc3)nc2cc1NC(=O)c1cccc([N+](=O)[O-])c1C`?
aSyn tox rescue: 5%

Results for CCc1cccc(NC(=O)C(Cc2ccccc2)NS(=O)(=O)c2ccc3c(c2)c(=O)n(C)c(=O)n3C)c1 (stereo unspecified) ?
aSyn tox rescue: 6%

How did Cc1nc2ccccc2n1CC(O)COc1ccc(C(=O)O)cc1 (stereo unspecified) do in these assays?
aSyn tox rescue: 2%

Results for COc1ccc(-c2c3c(nc4sc(C(=O)Nc5ccc(Cl)cc5)c(N)c24)CC(C)(C)CC3=O)cc1 ?
aSyn tox rescue: -7%

What do the screens show for `CCOC(=O)c1noc2ncn(CC(=O)Nc3ccc(C)c(F)c3)c(=O)c12`?
aSyn tox rescue: -6%

Results for COc1ccc2c(c1OC)C(=O)OC2Nc1nc(-c2ccc([N+](=O)[O-])cc2)cs1 (stereo unspecified) ?
aSyn tox rescue: -1%

What do the screens show for `COc1ccccc1CNC(=O)CCCn1c(=O)c2ccccc2n(Cc2ccc(C)cc2)c1=O`?
aSyn tox rescue: -10%

Results for CN(C)/N=C/C=C1\CCC/C(=C/c2cccs2)C1=O ?
aSyn tox rescue: 2%

Bioassay records as filed in PubChem.

Some of the compounds tested; rates above refer to the full screens.
